Screening data: PubChem BioAssay, National Center for Advancing Translational Sciences (NCATS)
L3MBTL1 block: qHTS Assay for the Inhibitors of L3MBTL1 | Lethal(3)malignant brain tumor-like protein 1 (Homo sapiens), Q9Y468 | AlphaScreen L3MBTL1–H3K9me1 peptide binding | Potency, µM (series often up to 57.1 µM), without a hit: at the highest dose activity, negative = inhibition, most hits filed as inhibitors | 230,000 tested, 0.66% active | AID 485360, 2010; note: potency is the fitted concentration of half-maximal effect; % is set by controls: 0 for no effect and ±100 for the full control effect; nearly all actives have a fitted effect of over 60% in size
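AlphaScreen proximity signal between nickel-chelate acceptor and streptavidin donor beads (final 10 ug/mL) reports binding of 50 nM L3MBTL1 to 75 nM biotin-H3 K9me1 peptide; complex incubated with compounds 30 min at room temperature; cefsulodin titration as control.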
NPSR antag: qHTS Assay for Antagonists of the Neuropeptide S Receptor: cAMP Signal Transduction. Potency, µM (titrated, usually from 38.3 µM), for inactives: top-dose activity change, negative = inhibition, usual class: inhibitors. Q6W5P4. AID 1461, 2008. CHO-NPSR cells, cAMP TR-FRET, antagonist mode. 220,000 tested, 1% active; note: potency is the fitted concentration of half-maximal effect; % is set by controls: 0 for no effect and ±100 for the full control effect; nearly all actives have a fitted effect of over 50% in size; many of its hits are not listed in these tables
Target sequence (Q6W5P4 whole entry, looked up): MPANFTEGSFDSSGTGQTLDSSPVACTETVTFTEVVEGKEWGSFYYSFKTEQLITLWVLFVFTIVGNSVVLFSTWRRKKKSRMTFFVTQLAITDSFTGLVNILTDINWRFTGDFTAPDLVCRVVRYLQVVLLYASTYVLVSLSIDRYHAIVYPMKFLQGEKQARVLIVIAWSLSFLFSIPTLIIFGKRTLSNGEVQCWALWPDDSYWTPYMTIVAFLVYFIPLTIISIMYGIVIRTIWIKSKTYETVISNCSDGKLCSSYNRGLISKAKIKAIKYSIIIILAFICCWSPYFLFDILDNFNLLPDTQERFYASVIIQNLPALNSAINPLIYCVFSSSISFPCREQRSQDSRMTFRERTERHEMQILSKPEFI
IMPase Li cell: qHTS Assay for Identifying the Cell-Membrane Permeable IMPase Inhibitors: Potentiation with Lithium | AID 1457, 2008 | 210,000 tested, 0.35% active | Potency, µM (highest dose often 59.4 µM), without a hit: top-dose activity, negative = IMPase inhibition, usual class: inhibitors | CHO-M1 cells, IP1 TR-FRET (IP-One), carbachol + lithium;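 note: IP1 builds up when IMPase is blocked and the TR-FRET signal falls; potency is the fitted concentration of half-maximal effect; plate controls were basal vehicle for no effect and high inhibitor control for full effect; nearly all actives have a fitted effect of over 50% in size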
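Lithium-sensitised IP1 accumulation assay; M1-expressing CHO cells treated 30 min at 37C with compound. Competitive antibody detection by time-resolved FRET followed a 10 min room-temperature lysis step.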
HTT aggregate: qHTS Multiplex Assay to Identify Dual Action Probes in a Cell Model of Huntington: Aggregate Formation (GFP); PC12 HttQ103-GFP aggregates, Acumen cytometry, 40 h; Potency, µM (top dose mostly 46.1 µM), without a hit: at the top dose activity change, negative = inhibition, hits mostly inhibitors; 220,000 tested, 1.1% active; note: potency is the fitted concentration of half-maximal effect; % is set by controls: 0 for no effect and ±100 for the full control effect; nearly all actives have a fitted effect of over 60% in size
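Using laser scanning cytometry, GFP-positive aggregates were counted after lysis of PC12 cells induced with 100 nM tebufenozide to express HTT exon 1 Q103–GFP. Compounds were tested in titration.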
Epigenetic reg: Quantitative High-Throughput Screen for Regulators of Epigenetic Control; murine LDR cells, GFP reporter derepression, 30 h; Potency, µM (highest dose often 53.9 µM), inactives show at the top dose GFP activation, actives largely listed as activators; 280,000 tested, 0.2% active; AID 1865, 2009; note: potency is the fitted concentration of half-maximal effect; % of control where 0% means no effect; nearly all actives have a fitted effect of over 60% in size
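Murine LDR cells carrying a silenced, genomically integrated CMV-driven GFP reporter were exposed to compound for 30 hours at 37 C. After PBS washes, GFP-positive cells (20–120 um objects) were counted by laser-scanning microplate cytometry.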
CBFb RUNX1 block: qHTS Assay for Compounds Blocking the Interaction Between CBF-beta and RUNX1 for the Treatment of Acute Myeloid Leukemia | AlphaScreen CBFb-His/RUNX1-biotin binding, biochemical | Potency, µM (titrated, usually from 59.8 µM), for the others: at the top dose activity, negative = inhibition, usual class: inhibitors | 230,000 tested, under 10 active; note: % of control where 0% means no effect
Target sequence (Q01196 whole entry, looked up): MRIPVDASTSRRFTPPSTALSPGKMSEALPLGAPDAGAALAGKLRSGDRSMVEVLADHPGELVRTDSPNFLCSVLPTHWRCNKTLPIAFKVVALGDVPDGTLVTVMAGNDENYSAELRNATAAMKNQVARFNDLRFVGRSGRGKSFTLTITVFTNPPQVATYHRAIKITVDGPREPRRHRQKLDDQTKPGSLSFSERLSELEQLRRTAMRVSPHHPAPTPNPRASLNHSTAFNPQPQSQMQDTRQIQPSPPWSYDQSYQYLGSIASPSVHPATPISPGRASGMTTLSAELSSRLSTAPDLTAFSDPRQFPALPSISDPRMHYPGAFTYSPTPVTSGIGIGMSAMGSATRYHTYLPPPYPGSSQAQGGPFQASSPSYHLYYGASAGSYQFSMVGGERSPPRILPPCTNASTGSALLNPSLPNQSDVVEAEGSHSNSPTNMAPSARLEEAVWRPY
Target sequence (Q13951 whole entry, looked up): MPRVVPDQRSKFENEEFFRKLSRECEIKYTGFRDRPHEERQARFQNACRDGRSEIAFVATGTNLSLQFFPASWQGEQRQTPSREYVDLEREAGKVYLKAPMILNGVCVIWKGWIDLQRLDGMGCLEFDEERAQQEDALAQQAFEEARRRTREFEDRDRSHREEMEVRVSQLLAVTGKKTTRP
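AlphaScreen binding: CBFb-His and RUNX1-biotin (30 nM each) preincubated 20 min, compound added for 15 min, then nickel and streptavidin beads for 90 min, all at room temperature. Disruption of the interaction by any mechanism counts as activity.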
KinaseGlo FLuc: Counterscreen for Luciferase (Kinase-Glo TM) Inhibition. 200,000 tested, 0.28% active. Luciferin 4-monooxygenase (Photuris pensylvanica), Q27757. AID 1379, 2008. Kinase-Glo luciferase, ATP luminescence, 8 min. Potency, µM (highest dose often 38.3 µM), for inactives: top-dose activity change, negative = inhibition, most hits filed as inhibitors; note: potency is the fitted concentration of half-maximal effect; % is set by controls: 0 for no effect and ±100 for the full control effect; nearly all actives have a fitted effect of over 60% in size
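Kinase-Glo luciferase light output from ATP and luciferin was measured with 10 uM ATP, within the enzyme's linear range. Buffer: 50 mM imidazole pH 7.2, 50 mM KCl, 7 mM MgCl2, 0.01% Tween 20, 0.05% BSA; luminescence read after 8 min at ambient temperature.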
* = called active by the depositor; ? = inconclusive; . = no result given; & = joins results of further samples; [ ] = remark or other dose. Calls come from the whole dose curve; as a rule, active = well fitted curve in the direction sought with a large enough effect; inconclusive = small, poorly fitted or top-dose-only effect, or another doubt; inactive = no such curve, though single readings can be large; an effect the other way counts as inactive or inconclusive. The list is partial; rates above refer to the full screens.

#	molecule	L3MBTL1 block	NPSR antag	IMPase Li cell	HTT aggregate
1	COc1ccc(Cn2c(O)c(/C=N/NC(=O)c3ccccc3)c(=O)[nH]c2=O)cc1	-1%	12%	-2%	-13%
2	NC(CP(=O)(O)O)C(=O)O (centres undefined)	.	-4%[46.1 µM]	30%&-5%[activator]	.
3	CC(=O)N1CN2CN(C(C)=O)CC(C(=O)c3ccccc3)(C2)C1	-8%	-15%[46.1 µM]	-3%[38.3 µM]	5%
4	Nc1ccccc1C(=O)OCC(=O)c1ccc2c(c1)OCCO2	16%	-7%	3%	13%
5	O=C1Nc2ccc(Cl)cc2C(c2ccccc2)=NC1O (centres undefined)	.	.	-8%	10%
6	COc1ccc(C(C)=O)cc1CC(C(=O)c1ccc(C)cc1)N(C)C (centres undefined)	0%	14%	9%	?
7	O=C1NC(=O)N(CCc2ccc(F)cc2)C(=O)/C1=C/c1cccs1	.	-15%	-4%	0%
8	CN1CCN(c2ncnc3ccc(Br)cc23)CC1	-9%	-9%[46.1 µM]	-1%[38.3 µM]	?
9	O=c1c2ccccc2nc(/C=C/c2ccc(O)cc2)n1-c1cccc(O)c1	?	-13%	10%	1%
10	CC(C)(C)[C@]1(O)C[C@@H]2OC(=O)C[C@@]23C(=O)O[C@@H]2OC(=O)[C@H](O)[C@]213	3%	-11%	3%&-6%	-17%
11	Cc1sc(-n2c(C)cc(C=C3C(=O)NC(=O)NC3=O)c2C)c(C#N)c1C	-15%	-7%	-4%	7%
12	COc1ccccc1CCNCc1cc2c(cc1[N+](=O)[O-])OCO2	-1%	-3%[46.1 µM]	5%[38.3 µM]	-9%
13	COC(=O)[C@H]1C[C@@H]1[C@H](NP(=O)(c1ccccc1)c1ccccc1)c1ccccc1	-4%	1%	17%&7%	-22%
14	O=NN1CCCC1c1cccnc1 (centres undefined)	.	.	5%	.
15	Cc1cccc(CN2CCCC(C(=O)c3cccc(OC(C)C)c3)C2)n1 (centres undefined)	-14%	29%	25%	16%[9.22 µM]

#	Epigenetic reg	CBFb RUNX1 block	KinaseGlo FLuc
1	0.0%	3%	7%
2	-2.3%&1.1%	7%&9%	-3%
3	-0.1%	3%	0%
4	-1.9%	-15%	11µM*
5	0.1%	0%	1%[39.9 µM]
6	-1.0%	1%	1%
7	3.7%	-5%	-2%
8	1.7%	2%	9%
9	-3.5%	3%	-4%
10	-2.8%&2.1%	?	2%&0%
11	1.1%	-1%	3%
12	3.8%	-1%	-2%
13	-0.6%&2.7%	-12%[2.36 µM]	-6%&3%
14	1.1%	15%	.
15	2.4%	4%	1%

One compound at a time (already shown).
Profile of CC(=O)N1CN2CN(C(C)=O)CC(C(=O)c3ccccc3)(C2)C1 = L3MBTL1 block = -8%; NPSR antag = -15%[46.1 µM]; IMPase Li cell = -3%[38.3 µM]; HTT aggregate = 5%; Epigenetic reg = -0.1%; CBFb RUNX1 block = 3%; KinaseGlo FLuc = 0%
Profile of COc1ccc(Cn2c(O)c(/C=N/NC(=O)c3ccccc3)c(=O)[nH]c2=O)cc1 = L3MBTL1 block = -1%; NPSR antag = 12%; IMPase Li cell = -2%; HTT aggregate = -13%; Epigenetic reg = 0.0%; CBFb RUNX1 block = 3%; KinaseGlo FLuc = 7%
Profile of COc1ccc(C(C)=O)cc1CC(C(=O)c1ccc(C)cc1)N(C)C (centres undefined) = L3MBTL1 block = 0%; NPSR antag = 14%; IMPase Li cell = 9%; HTT aggregate = ?; Epigenetic reg = -1.0%; CBFb RUNX1 block = 1%; KinaseGlo FLuc = 1%

Following part.
#	molecule	L3MBTL1 block	NPSR antag	IMPase Li cell	HTT aggregate
16	O=c1c2ccccc2nc(-c2ccccc2)n1-c1ccccc1	1%	-21%	.	11%[9.22 µM]
17	CC(=O)OC1CC2C(C)(C)C(O)C=C[C@@]2(C)C2CC[C@]3(C)C(=CC(=O)OC3c3ccoc3)[C@]12C (some centres undefined)	.	.	16%	.
18	Oc1cc(O)c2c(c1)OC(c1cc(O)c(O)c(O)c1)C(O)C2 (centres undefined)	.	.	2%	.
19	O=C(c1ccc2c(=O)n(Cc3ccc4c(c3)OCO4)c(=S)[nH]c2c1)N1CCC2(CC1)OCCO2	2%	-15%[46.1 µM]	10%[38.3 µM]	-17%
20	O=C(c1ccccc1)C1NC1c1ccccc1 (centres undefined)	2%	-8%	.	-9%[9.22 µM]
21	Cc1cccc(OCC(=O)N2CCN(Cc3ccncc3)CC2)c1	.	-3%[46.1 µM]	21%[38.3 µM]	4%
22	O=C(O)c1ccc(N=Cc2c(O)n(Cc3ccc(F)cc3)c(=O)[nH]c2=O)cc1	0%	-14%	.	14%[9.22 µM]
23	Cc1o[nH]c(=O)c1C[C@H](N)C(=O)O	.	.	30%&5%&3%	.
24	O=P(Nc1ccccc1)(Nc1ccccc1)Oc1ccccc1	-2%	-9%	-7%	4%
25	CC1CC2CC(=O)C3CCCN4CCCC2[C@]34C1 (some centres undefined)	.	.	2%	.
26	CCOc1ccc2[nH]c(=O)c(CN(CCO)C3(c4nnnn4C4CCCCC4)CCCCC3)cc2c1	-1%	-20%[46.1 µM]	-2%[38.3 µM]	-3%
27	COc1cc(C2NCc3ccccc3-n3cccc32)ccc1O (centres undefined)	-9%	0%[46.1 µM]	27%[38.3 µM]	-19%
28	COC(=O)C(O)(c1ccc(NC(=O)c2cccs2)c(C)c1)C(F)(F)F (centres undefined)	6%	3%	.	-8%[9.22 µM]
29	C=CCn1c(O)c(C(C)=Nc2ccc3c(c2)CCC3)c(=O)[nH]c1=O	-5%	24%	.	10%[9.22 µM]
30	CCN1C[C@@]2(COC)C3[C@@H](OC)C4[C@@H]1[C@@]3(C1C[C@@]3(O)[C@H](OC(=O)c5ccccc5)C1[C@]4(OC(C)=O)[C@@H](O)[C@@H]3OC)[C@@H](OC)C[C@H]2O (some centres undefined)	.	.	16%	.

#	Epigenetic reg	CBFb RUNX1 block	KinaseGlo FLuc
16	0.0%	0%	.
17	0.0%	23%	-7%
18	0.0%	?	-13%
19	0.8%	4%	-1%
20	-0.3%	2%	.
21	1.5%	0%	-1%
22	9.5%	0%	.
23	-2.2%&-1.1%&0.2%	2%	-2%&1%&0%
24	-1.7%	10%	2%
25	-1.7%	.	-3%
26	0.8%	6%	2%
27	-0.8%	2%	0%
28	-2.0%	7%	.
29	0.1%	6%	.
30	1.6%	5%[21.7 µM]	2%

Next part
#	molecule	L3MBTL1 block	NPSR antag	IMPase Li cell	HTT aggregate
31	O=C1C2CCCN2C(c2cccnc2)N1c1ccc(Cl)c(Cl)c1 (centres undefined)	3%	21%[46.1 µM]	1%[38.3 µM]	5%
32	CCC1(CCc2ccncc2)C(=O)NC(=O)NC1=O	.	-3%[46.1 µM]	23%[38.3 µM]	2%
33	Clc1ccc([C@@H]2C[C@H]3CC[C@@H]2N3)cn1	.	.	14%	.
34	CC(=O)OC1C2CCC3C1(CC(O)[C@@]1(O)[C@@H](CC(O)C1(C)C)[C@]3(C)O)C[C@@]2(C)O (some centres undefined)	.	.	23%	.
35	N#C/C(=C\c1ccc([N+](=O)[O-])cc1)c1nc(C2CC2)cs1	-8%	-6%	14%	-3%
36	Cc1ccc2nc(N3CCC(C(=O)N4CCC5(CC4)OCCO5)CC3)sc2c1	0%	0%[46.1 µM]	.	-4%
37	Cc1cnn(C2CCN(C)CC2)c1N	-2%	2%[46.1 µM]	2%	-7%
38	O=C1CC(N2CC=C(c3ccc(F)cc3)CC2)C(=O)N1c1ccc(F)cc1 (centres undefined)	-2%	-12%[46.1 µM]	-3%[38.3 µM]	-11%
39	c1ccc(-c2[nH]c(-c3ccccc3)[n+](CC3CO3)c2-c2ccccc2)cc1 (centres undefined)	-16%	-51%	16%	32%
40	Cc1nc(N)sc1CCN	.	.	-21%&7%	.
41	CCc1ccc(CNn2cnnc2SCC(=O)NC(C)(C)C)cc1	9%	0%[46.1 µM]	-1%	?
42	CCc1cccc(CC)c1NC(=S)N1CC2CC(C1)c1cccc(=O)n1C2 (centres undefined)	5%	-4%[46.1 µM]	7%	4%
43	O=C(c1cccn2c(=O)c3cc(Br)ccc3nc12)N1CCC2(CC1)OCCO2	.	8%[46.1 µM]	?	-20%
44	CCOc1ccccc1-n1c(O)c(C=NCCCN(CC)CC)c(=O)[nH]c1=O	4%	-4%[46.1 µM]	4%[38.3 µM]	7%
45	CC[C@@H](CO)NC(=O)[C@H]1C=C2c3cccc4c3c(cn4C)C[C@H]2N(C)C1	.	?	-4%&5%	.

#	Epigenetic reg	CBFb RUNX1 block	KinaseGlo FLuc
31	2.0%	-4%	-4%
32	0.0%	-3%	-3%
33	2.8%	2%[21.7 µM]	-2%
34	0.8%	-14%	-1%
35	?	-17%	-1%
36	-1.8%	4%	-2%
37	0.0%	7%	-4%
38	9.4%	0%	-3%
39	1.0%	-14%	0%
40	3.2%&0.5%	4%	0%
41	2.0%	1%	2%
42	0.0%	-4%	2%
43	-5.9%	0%	-4%
44	-3.4%	-8%	3%
45	-1.2%&-0.4%	-6%	-4%&-1%

(further entries)
#	molecule	L3MBTL1 block	NPSR antag	IMPase Li cell	HTT aggregate
46	COc1cc(CN2CCCC(C(=O)c3sccc3C)C2)cc(OC)c1O (centres undefined)	-7%	-2%	19%	2%[9.22 µM]
47	COc1ccc(C2N(c3cc(C)on3)C(=O)C3CCCN32)cc1 (centres undefined)	0%	17%	7%	20%[9.22 µM]
48	CCN(CC)C(=O)c1ccc(NC(=O)c2ccc(-c3nn(C)c(=O)c4ccccc34)cc2)cc1	8%	46%	7%	8%[9.22 µM]
49	CN1CC[C@@]23CCCC[C@@H]2[C@@H]1Cc1ccc(O)cc13	3%	8%	4%	?

#	Epigenetic reg	CBFb RUNX1 block	KinaseGlo FLuc
46	1.1%	-5%	1%
47	-4.3%	9%	0%
48	-0.1%&-1.0%	16%	.
49	-1.0%	-6%	-3%
